UPR CHOP act: activators of apoptotic arm of unfolded protein response (CHOP); hit rate 0.34% among 330,000; activation, % at 10 µM; AID 449763; CHO-CHOP luciferase reporter, UPR activation, luminescence; percent of tunicamycin response over DMSO baseline;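 active means at 10 µM dose, activation of 40% or more, normalized to positive control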;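 further: 100% = tunicamycin at 10 µg/mL and 0% = DMSO alone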
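Test system: CHO CHOP reporter cells. Input: 500 CHO-CHOP cells per well. Medium: F12 with 10% FBS. Technique: luciferase luminescence. Measure: percent activation relative to tunicamycin control. Dosing: 10 µM compound, 0.5% DMSO. Timing: 16-18 h cell attachment, then 6 h compound exposure, 37 °C.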
EBI2 block: EBI2 (human) antagonism; hit rate 0.81% among 360,000; P32249; inhibition, % at 5 µM; EBI2 beta-arrestin recruitment, luminescence, 7a,25-OHC stimulated; in the data active means inhibition above about 38%;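 further: enzyme fragment complementation signal reports receptor beta-arrestin coupling in cells; 0% = agonist plus DMSO wells and 100% = wells without agonist; some results beyond the cut were filed as inactive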
APJ agonist: APJ receptor agonism | activation, % at 20 µM | AID 2520 | P35414 | hit rate 0.11% among 330,000 | CHO-K1 APJ PathHunter beta-arrestin, luminescence; 0% DMSO wells, 100% apelin;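 active means activation more than six SD over the plate average, tested at 20 µM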;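 further: 0% = DMSO alone and 100% = apelin-13 at 10 nM; some results filed as inactive read as strong as hits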
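Test system – PathHunter CHO-K1 APJ (AGTRL-1) beta-arrestin reporter cells · Input – 1000 cells/well · Compound – single test compound dose, 20 µM final, 1% DMSO · Times – compound stimulation 90 min at 25 °C, detection 60 min · Technique – beta-gal luminescence · Read-out basis – APJ–arrestin association signal · Control set – negative DMSO alone, positive Apelin-13 at 10 nM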
tim23-1 inh: tim23-1 yeast growth inhibition; S. cerevisiae tim23-1 growth, BacTiter-Glo luminescence, 24 h; inhibition, % at 20 µM; hit rate 1.3% among 330,000;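 active means growth inhibition of the mutant yeast at or above 50%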;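 further: temperature-sensitive mutant grown at 25 °C; plate controls were DMSO-treated mutant yeast for no effect and medium wells lacking yeast for full effect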
CCR6 antag: CCR6 (human) receptor antagonism; P51684; CHO-K1 CCR6 PathHunter beta-arrestin, luminescence, CCL20-stimulated; inhibition, % at 20 µM; hit rate 0.49% among 340,000; AID 493098;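 active means compounds whose inhibition of the agonist-driven luminescence signal at 20 µM reaches about 50%, limit read from the data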;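 further: cells stimulated with CCL20 at 14 nM final; plate controls were DMSO with CCL20 for no effect and DMSO without agonist for full effect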
Mdm2 MdmX PPI: inhibitors of human Mdm2/MdmX interaction. SaOS-2 split-luciferase Mdm2/MdmX complementation, luminescence. inhibition, % at 8 µM. hit rate 3% among 330,000. AID 485346;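 active means inhibition of at least 50% at 8 µM in the primary screen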
Target sequence (O15151 whole entry, looked up): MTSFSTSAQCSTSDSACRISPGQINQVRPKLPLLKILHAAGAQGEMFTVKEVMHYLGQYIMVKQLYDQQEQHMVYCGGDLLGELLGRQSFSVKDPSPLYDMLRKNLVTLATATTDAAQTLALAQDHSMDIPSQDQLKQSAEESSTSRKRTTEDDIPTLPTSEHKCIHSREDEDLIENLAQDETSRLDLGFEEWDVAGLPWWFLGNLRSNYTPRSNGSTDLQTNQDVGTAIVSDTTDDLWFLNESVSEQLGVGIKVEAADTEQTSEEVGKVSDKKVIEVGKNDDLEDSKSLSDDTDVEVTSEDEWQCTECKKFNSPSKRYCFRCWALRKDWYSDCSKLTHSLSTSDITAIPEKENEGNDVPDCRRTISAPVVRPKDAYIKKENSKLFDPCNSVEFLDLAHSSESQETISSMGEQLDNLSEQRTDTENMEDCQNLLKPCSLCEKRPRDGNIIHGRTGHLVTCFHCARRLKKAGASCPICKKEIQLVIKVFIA
Target sequence (Q00987 whole entry, looked up): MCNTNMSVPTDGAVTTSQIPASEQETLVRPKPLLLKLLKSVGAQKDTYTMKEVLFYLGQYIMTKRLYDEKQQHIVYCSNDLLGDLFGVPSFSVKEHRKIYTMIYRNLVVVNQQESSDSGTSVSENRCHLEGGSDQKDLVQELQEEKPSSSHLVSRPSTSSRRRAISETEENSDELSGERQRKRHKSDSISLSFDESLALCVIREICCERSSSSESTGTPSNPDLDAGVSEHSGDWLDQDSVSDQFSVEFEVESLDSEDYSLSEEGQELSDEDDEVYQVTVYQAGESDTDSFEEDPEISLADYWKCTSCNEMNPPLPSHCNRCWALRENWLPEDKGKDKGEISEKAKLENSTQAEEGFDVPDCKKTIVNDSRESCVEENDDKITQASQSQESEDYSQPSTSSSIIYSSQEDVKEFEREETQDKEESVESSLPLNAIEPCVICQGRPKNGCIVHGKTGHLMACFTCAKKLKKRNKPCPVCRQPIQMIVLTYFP
CXCR6 inh: blocks human CXCR6 beta-arrestin recruitment; CHO-K1 PathHunter CXCR6 beta-arrestin, luminescence; inhibition, % at 20 µM; hit rate 0.36% among 360,000; AID 602244; in the data active means inhibition above about 34%, passing the limit was not always enough;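 further: antagonist mode with CXCL16 agonist at 10 nM final; 0% = 10 nM CXCL16 with DMSO and 100% = unstimulated wells without agonist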
XBP1 UPR activ: adaptive UPR (XBP1) activation; CHO-XBP1 luciferase reporter, IRE1-XBP1 UPR activation, luminescence; percent of tunicamycin response, DMSO as zero; activation, % at 20 µM; AID 463104; hit rate 0.33% among 330,000;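 active means versus positive control, 20 µM dose yields 30% or more activation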;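 further: 100% = tunicamycin at 10 µg/mL and 0% = DMSO only wells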
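Material: CHO cell line with stable XBP1 luciferase reporter; schedule: 16-18 h cell attachment at 37 °C, then 6 h compound exposure; signal: glow luminescence from Steady-Glo reagent; medium: serum-containing F12 medium, 10% FBS; benchmarks: tunicamycin 10 µg/mL and vehicle-only wells; read-out: percent activation relative to tunicamycin reference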
APJ antagonist: blocks the human apelin receptor APJ. P35414. CHO-K1 APJ beta-arrestin complementation, luminescence. inhibition, % at 20 µM. hit rate 0.32% among 330,000. AID 2521;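 active means inhibition above about 40% at 20 µM, limit read from the data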;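 further: cells challenged with 10 nM apelin-13 agonist together with compound; plate controls were apelin-13 plus DMSO wells for no effect and DMSO wells lacking apelin-13 for full effect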
Numbers without * were called inactive.

SMILES	UPR CHOP act	EBI2 block	APJ agonist	tim23-1 inh	CCR6 antag	Mdm2 MdmX PPI	CXCR6 inh	XBP1 UPR activ	APJ antagonist
O=C(CCN1C(=O)/C(=C/c2ccccc2)SC1=S)Nc1ccccn1	1.2	-6	-1	12	7	5	-16	-3	2
CN(CCc1ccccn1)S(=O)(=O)c1ccc(F)cc1	-2.2	4	4	10	-11	-14	-7	0	-7
COc1ccccc1CNC(=O)COC(=O)/C=C/c1ccc(OC(F)F)c(OC)c1	1.4	-9	-6	18	5	33	6	-1	14
CCOc1ccc(S(=O)(=O)N2CCOCC2)cc1NC(=O)CN1C(=O)NC(C)(c2ccccc2)C1=O (stereo unspecified)	-0.1	-5	6	3	-7	4	-2	0	17
COc1cc(C(=O)NCC2CCCO2)ccc1OCc1c(C)noc1C (stereo unspecified)	-1.8	-8	1	3	5	20	-4	1	-1
CN1CC2(C)CN(C(c3ccccc3)c3ccccc3)CC(C)(C1)C2O (stereo unspecified)	1.3	3	0	8	5	20	4	1	13
CCCc1cc(=O)[nH]c(SCC(=O)NC(=O)NC2CCCC2)n1	-0.3	-12	-5	11	-5	10	-1	-4	-1
CCOC(=O)C1=C(C)N=C2c3ccccc3C(=O)C2C1c1ccc(C)cc1 (stereo unspecified)	2.4	19	-7	-10	28	38	20	32*	2
COc1ccc(CC(=O)N/N=C(\C)c2cccnc2)cc1	-0.5	-9	1	-5	-1	-4	3	0	0
Cc1ccc(-n2ncc3c(SCc4cccc(C)c4)ncnc32)cc1	34	12	-3	1	17	-70	-15	0	9
Cc1c(CNCCC2=CCCCC2)c(C(=O)O)c(C)n1Cc1ccccc1	-0.5	2	-3	10	7	8	5	-6	-7
CN(C)S(=O)(=O)c1cccc(NC(=O)c2sccc2-c2ccccc2)c1	-1.4	1	4	26	20	31	14	-3	-9
COCCN1C(=O)N[C@@H](c2cccc(F)c2)C(C(=O)OC)=C1C	0.2	-16	-3	19	1	-14	5	-1	4
COc1ccc(-c2[nH]ncc2CN(C)C(C)c2ccon2)c(OC)c1 (stereo unspecified)	-1.2	-4	0	13	3	10	-1	0	-7
COc1ccc(OC)c(NC(=O)c2cc3n(n2)C(C(F)(F)F)CC(c2ccc4c(c2)OCO4)N3)c1 (stereo unspecified)	0.2	-5	-4	17	0	44	-1	-1	2
Cc1cccc(N2CCN(C(=O)Cc3ccccc3[N+](=O)[O-])CC2)c1C	3.4	0	-1	34	4	0	-2	-2	8
Cc1ccc(NC(=O)C2CCC(CNC(=O)[C@@H]3Cc4ccccc4CN3)CC2)cc1 (stereo partly specified)	-1.2	8	0	8	13	-4	4	-2	12
Cn1nnc2c(N3CCCCC3)nccc21	-0.8	-4	-2	-4	-5	6	3	1	-18
Cc1ccc(S(=O)(=O)c2nc(S(C)(=O)=O)sc2N(C)C)cc1	-1.5	-6	-6	10	0	21	4	-6	-4
CSc1ccccc1OCc1cc(C(=O)NCCC2CCCCO2)no1 (stereo unspecified)	4.6	0	-5	18	10	-6	-1	-3	1
CCSc1nnc(NC(=O)C2CCN(S(=O)(=O)c3cc(C(F)(F)F)ccc3Cl)CC2)s1	-0.8	12	3	-1	0	20	-5	-2	-30
CCc1ccc(NC(=O)Nc2cc(C(=O)NCC3CCCO3)ccc2N2CC3CC(C2)c2cccc(=O)n2C3)cc1 (stereo unspecified)	1.8	-10	4	12	-10	-16	6	-5	4
COc1cc(/C=N\Nc2nc(-c3cccs3)c(NC(C)=O)s2)ccc1O	1.0	-2	-1	24	40	25	-14	2	0
Cc1cc(C(F)(F)F)c(C#N)c(=O)[nH]1	-1.1	-7	6	0	9	3	3	-4	3
COc1ccc(/C=N/NC(=O)c2ccn[nH]2)cc1Cn1nc(C)c([N+](=O)[O-])c1C	1.9	-8	4	15	0	-20	-7	3	-1
C=CCn1c(-c2ccco2)n[nH]c1=S	-0.3	-6	-1	4	4	-4	3	-3	16
COc1ccc(CN2CCC(CNC(=O)NC3CCCCC3)CC2)cc1	-0.3	-1	1	0	-16	17	4	-1	-4
CCc1cccc(C)c1NC(=S)N(CCCN1CCOCC1)Cc1cccnc1	0.3	-1	-2	2	2	-1	-3	1	6
COC(=O)CCNC(=O)c1ccc2[nH]c(C)c(C)c2c1	-0.4	-3	-2	-9	-11	5	1	0	-6
CC(C)(C)OC(=O)C[C@@H]1C/C=C\C[C@H](CC(=O)N(CCO)Cc2ccccc2)C(=O)N[C@@H](Cc2c[nH]c3ccccc23)COC1=O	0.1	-6	-1	0	8	8	0	-3	1
CCOC(=O)c1c(NC(=O)C2CCCN(S(=O)(=O)c3ccc(C)cc3)C2)sc2c1CCCC2 (stereo unspecified)	-0.1	7	2	16	10	10	-1	-2	-14
CCN(CC)S(=O)(=O)c1ccc2c(c1)nc(SCn1nnc3ccccc3c1=O)n2CC	-1.9	6	-3	9	-9	-1	-4	2	-5
Cc1ccc(C2C(C#N)C(C#N)N3CCCN23)cc1 (stereo unspecified)	-1.6	-5	-1	8	6	-22	7	0	0
CC(C)c1nc(SCC(=O)N2CCCC2)c2ccccc2n1	-2.0	-15	-2	19	13	14	3	-2	11
COc1cc2[nH]c(=S)nc(NC3CCCCCC3)c2cc1OC	-0.1	1	-2	15	18	30	0	-1	12
CCN(CC)CCN(C(=O)c1ccc2c(c1)CCCC2)c1nc2cc(OC)c(OC)cc2s1	7.2	27	-5	66*	8	53*	3	6	-3
CCCC1CC(C)(/C(C)=N\NC(N)=S)OC1=O (stereo unspecified)	0.3	-5	0	-5	1	11	-2	-5	14
CCn1c(-c2csc(-c3ccccc3)n2)n[nH]c1=S	-4.3	15	-6	-5	32	0	7	-1	21
COc1cc(S(=O)(=O)n2ccnc2)ccc1Br	-0.3	-3	-4	7	5	-14	3	8	1
Cc1ccc(C2=NS(=O)(=O)N(C)C(C(=O)Nc3ccc(F)cc3F)=C2)cc1	1.1	-3	-4	-7	7	16	3	-3	10
CN(N)C(=S)NCc1ccccc1	-2.2	-14	2	2	4	12	-2	-1	-17
O=C(/C=C/c1cccc(C(F)(F)F)c1)OCC(=O)N1CCN(c2ccccc2)CC1	-0.5	1	-1	7	11	21	-1	0	15
COc1ccccc1N1CCN(C(c2cccs2)C(C)NC(=O)C(=O)N2CCCCC2)CC1 (stereo unspecified)	1.0	-3	-3	2	24	13	-4	-3	10
COc1ccc([C@H]2CC(=O)C=C(c3ccc(NC(C)=O)cc3)C2)cc1OC	-1.1	6	-2	13	19	0	-1	-2	-2
O=C(CCCN1C(=O)c2ccccc2C1=O)Nc1ccc(Br)cn1	0.0	1	0	-5	-1	-5	4	-4	5
S=C(NCCc1ccccc1)NC1CCCCCC1	7.4	4	3	35	10	-66	0	3	10
Cc1ccc(C(=O)N/C(=C\c2cccc([N+](=O)[O-])c2)C(=O)OCN2C(=O)c3ccccc3C2=O)cc1	0.3	6	-4	7	10	20	6	-2	-2
CC(=O)Nc1cccc(NS(=O)(=O)c2cn(C)c(=O)n(C)c2=O)c1	-1.8	1	-5	-5	2	19	-8	-2	10
CCCC(=O)C1CCN(Cc2ccccc2)CC1	0.2	-17	-1	2	15	-3	-5	0	-4
COc1ccc(-c2ccc(CO)o2)cc1N	1.1	-4	-2	0	-11	-6	-5	-2	-9
COc1cc(/C=N/Nc2ccc(Cl)c(C(=O)O)c2)ccc1OC(=O)c1ccco1	-2.1	3	-3	10	7	1	-2	-2	7
O=C(N/N=C/c1ccccc1)C1CCCN1C(=O)c1cc([N+](=O)[O-])cc([N+](=O)[O-])c1 (stereo unspecified)	0.9	-9	22	2	-36	14	-15	-1	-132
CC(C)(C)OC(=O)C[C@H]1C/C=C\C[C@@H](CC(=O)N[C@H](CO)Cc2ccccc2)C(=O)NC[C@@H](c2ccccc2)OC1=O	-1.3	3	0	7	-3	9	1	6	6
C[C@@H]1O[C@@H](O[C@@H]2[C@@H](O)[C@H](OCCc3ccc(O)c(O)c3)O[C@H](CO)[C@H]2OC(=O)/C=C/c2ccc(O)c(O)c2)[C@H](O)[C@H](O)[C@H]1O	-1.7	-7	-2	-8	-7	14	-6	-1	5
NS(=O)(=O)c1ccc(NC(=O)COC(=O)CCNC(=O)NC23CC4CC(CC(C4)C2)C3)cc1	-0.4	-2	1	-2	-2	-4	-3	-2	3
CC(C)(C)c1cc(CP(=O)(c2ccccc2)c2ccccc2)cc(C(C)(C)C)c1O	0.2	37	-2	43	24	23	30	1	-8
C=CCc1ccccc1OCC(O)CNC(=O)c1ccccc1C(=O)O (stereo unspecified)	0.4	-6	0	7	12	19	6	-1	-15
O=C(O)c1cc(-c2ccccc2)nn1CC1CC(c2cccnc2)=NO1 (stereo unspecified)	-0.1	3	-3	-1	-6	-3	-3	-1	-68
CCOc1ccc(C(=O)NCC(=O)N2CCN(Cc3ccccc3)CC2)cc1	1.5	-5	-2	4	-11	28	12	-1	-1
Cc1ccsc1/C=N/NC(=O)C(=O)NCC(C)C	1.6	-5	1	14	19	0	-7	0	-12

Next section; it opens with the four that closed the last part.
SMILES	UPR CHOP act	EBI2 block	APJ agonist	tim23-1 inh	CCR6 antag	Mdm2 MdmX PPI	CXCR6 inh	XBP1 UPR activ	APJ antagonist
C=CCc1ccccc1OCC(O)CNC(=O)c1ccccc1C(=O)O (stereo unspecified)	0.4	-6	0	7	12	19	6	-1	-15
O=C(O)c1cc(-c2ccccc2)nn1CC1CC(c2cccnc2)=NO1 (stereo unspecified)	-0.1	3	-3	-1	-6	-3	-3	-1	-68
CCOc1ccc(C(=O)NCC(=O)N2CCN(Cc3ccccc3)CC2)cc1	1.5	-5	-2	4	-11	28	12	-1	-1
Cc1ccsc1/C=N/NC(=O)C(=O)NCC(C)C	1.6	-5	1	14	19	0	-7	0	-12
NC(=O)CC(NC(=O)c1ccc(Br)cc1)c1ccc(N2CCN(c3ccccc3)CC2)c([N+](=O)[O-])c1 (stereo unspecified)	-1.8	1	-2	15	21	19	5	0	6
Cc1ccc(C(=O)Nc2nc3ccccc3[nH]2)cc1	-7.5	-8	0	9	28	64*	-11	-15	5
O=C(COC(=O)/C=C/c1ccco1)Nc1ccc(F)cc1Cl	-0.8	-2	0	7	5	-9	-2	-2	-8
CC(=O)c1ccc(NC(=O)c2cccc(N3C(=O)c4ccccc4C3=O)c2)cc1	1.7	-2	3	-4	19	20	-3	-4	0
COc1cc(/C=C2/SC(=S)N(Cc3ccccc3)C2=O)ccc1OCC(=O)O	2.2	3	-1	21	14	31	-1	-6	-9
CCOc1ccc(CC(=O)Nc2nccs2)cc1OCC	-0.8	5	0	9	-15	19	-1	0	-5

Bioassay records as filed in PubChem BioAssay.

An excerpt; rates above refer to the full screens.
